FUS suppressor – qHTS for Suppressors of FUS Proteinopathy: Primary screen using FUS-linked yeast assay | Potency, µM (doses to about 76.6 µM), inactives show top-dose growth rescue (activation), actives largely listed as activators | AID 1347120, 2019 | actives 0.24% (n = 390,000) | S. cerevisiae FUS-expressing, growth rescue, OD600, 24 h;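 further: plate controls were DMSO vehicle for no effect and reference control for full effect; nearly all actives have a fitted effect of over 55% in size; some results filed as inactive show a strong effect at the top dose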
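Compound concentration series was pinned onto galactose-induced FUS-expressing yeast seeded at OD 0.005. Plates sat 24hr at 30C; absorbance at 600 nm gave growth. DMSO served as background control.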
PTHR1 agonist – qHTS for PTHR1 Agonists: Primary Screen; Parathyroid hormone/parathyroid hormone-related peptide receptor (Homo sapiens), Q03431; HEK293 GP2 PTHR1 cells, GloSensor cAMP luminescence, 1 h; Potency, µM (series often up to 115 µM), inactives show at the highest dose activation, hits mostly activators; actives 0.075% (n = 410,000); AID 743266, 2014; further: nearly all actives have a fitted effect of over 55% in size; some results filed as inactive show a strong effect at the top dose; inactives centre near -15; many of its hits are not listed in these tables
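HEK-293-derived GP2 cells expressing PTHR1 and a GloSensor cAMP reporter, 3,000/well, plated overnight, given luciferin plus IBMX (each 0.5 mM as added) for 1 h at 37 °C, then compound for 1 h at 37 °C. Luminescence was read after 15 min at room temperature.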
aSyn rescue – qHTS of alpha-syn Inhibitors | Yeast expressing alpha-synuclein, growth rescue, BacTiter-Glo, 24 h | Potency, µM (titrated, usually from 46.1 µM), without a hit: top-dose growth rescue (activation), usual class: activators | actives 0.14% (n = 370,000) | AID 652106, 2013; further: % of control where 0% means no effect; nearly all actives have a fitted effect of over 65% in size
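Screening used galactose-induced yeast with toxic alpha-synuclein levels, exposed to compound for 24 hr at 30 deg C. Cell growth, read with BacTiter-Glo luminescence, gave the measured signal.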
EPAC1 agonist – qHTS for Agonist of cAMP-regulated guanine nucleotide exchange factor 3 (EPAC1): primary screen | Potency, µM (series often up to 154 µM), for inactives: at the highest dose activation, most hits filed as activators | AID 720707, 2013 | EPAC1 agonist qHTS, biochemical assay; response scale: 100% = response to 6.5 mM cAMP | Rap guanine nucleotide exchange factor 3 (Homo sapiens), O95398 | actives 0.073% (n = 360,000); further: nearly all actives have a fitted effect of over 60% in size
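EPAC1 100 nM, Rap1B–BODIPY-GDP 250 nM, unlabeled GDP 50 uM; compound titration; 5 min RT; kinetic read ex480/em540 at 5-min intervals ×30 min; data normalized to 6.5 mM cAMP agonist control.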
EPAC2 ag – qHTS for Agonist of cAMP-regulated guanine nucleotide exchange factor 4 (EPAC2): primary screen. Rap guanine nucleotide exchange factor 4 (Homo sapiens), Q8WZA2. actives 0.079% (n = 360,000). EPAC2 activation, biochemical qHTS; response scale: 100% = 6.5 mM cAMP response. AID 720711, 2013. Potency, µM (doses to about 154 µM), for inactives: at the top dose activation, most hits filed as activators; further: nearly all actives have a fitted effect of over 50% in size
Target sequence (Q8WZA2 whole entry, looked up): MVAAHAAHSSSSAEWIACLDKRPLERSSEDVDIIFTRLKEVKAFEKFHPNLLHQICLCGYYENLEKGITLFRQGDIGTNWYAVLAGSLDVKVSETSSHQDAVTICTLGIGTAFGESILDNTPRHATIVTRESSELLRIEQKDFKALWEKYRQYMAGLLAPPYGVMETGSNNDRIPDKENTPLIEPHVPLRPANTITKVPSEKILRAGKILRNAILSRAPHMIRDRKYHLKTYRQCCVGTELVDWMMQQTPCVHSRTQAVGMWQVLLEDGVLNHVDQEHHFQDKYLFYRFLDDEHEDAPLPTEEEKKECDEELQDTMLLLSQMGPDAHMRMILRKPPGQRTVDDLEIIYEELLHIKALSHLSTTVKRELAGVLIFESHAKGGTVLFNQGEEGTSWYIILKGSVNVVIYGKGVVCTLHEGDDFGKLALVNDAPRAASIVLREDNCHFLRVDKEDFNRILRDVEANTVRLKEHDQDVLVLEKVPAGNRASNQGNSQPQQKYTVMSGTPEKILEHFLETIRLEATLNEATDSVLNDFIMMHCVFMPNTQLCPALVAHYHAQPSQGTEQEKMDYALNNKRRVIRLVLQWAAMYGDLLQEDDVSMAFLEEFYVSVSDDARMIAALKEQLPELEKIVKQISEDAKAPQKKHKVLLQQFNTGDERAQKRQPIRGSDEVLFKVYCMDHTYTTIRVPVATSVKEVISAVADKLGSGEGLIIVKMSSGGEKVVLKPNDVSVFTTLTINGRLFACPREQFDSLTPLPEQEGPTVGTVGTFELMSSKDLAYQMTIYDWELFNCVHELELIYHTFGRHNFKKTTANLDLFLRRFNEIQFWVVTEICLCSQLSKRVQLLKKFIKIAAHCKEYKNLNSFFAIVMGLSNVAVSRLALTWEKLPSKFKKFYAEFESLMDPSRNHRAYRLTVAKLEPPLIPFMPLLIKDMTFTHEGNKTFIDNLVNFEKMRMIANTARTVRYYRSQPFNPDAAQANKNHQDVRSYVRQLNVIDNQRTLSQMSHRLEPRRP
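Each well held 100 nM EPAC2, 250 nM RAP1B-BODIPY-GDP and 50 uM GDP. Fluorescence, read at 5-min intervals to 30 min, was referenced to a 6.5 mM cAMP positive control.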
EPAC2 antagonist – qHTS for Antagonist of cAMP-regulated guanine nucleotide exchange factor 2 (EPAC2): primary screen | Rap guanine nucleotide exchange factor 4 (Homo sapiens), Q8WZA2 | EPAC2 GEF exchange of Rap1B-BODIPY-GDP, fluorescence | Potency, µM (series often up to 114 µM), for the others: top-dose activity, negative = inhibition, actives largely listed as inhibitors | actives 0.18% (n = 360,000); further: on the % scale 0 is the no-effect control and ±100 the full control effect; nearly all actives have a fitted effect of over 45% in size; many of its hits are not listed in these tables
EPAC1 antag – qHTS for Antagonist of cAMP-regulated guanine nucleotide exchange factor 3 (EPAC1): primary screen; Potency, µM (highest dose often 115 µM), without a hit: top-dose activity change, negative = inhibition, actives largely listed as inhibitors; Rap guanine nucleotide exchange factor 3 (Homo sapiens), O95398; actives 0.14% (n = 360,000); EPAC1 GEF assay, Rap1b-BODIPY-GDP exchange fluorescence;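 further: plate controls were vehicle for no effect and positive control for full effect; nearly all actives have a fitted effect of over 50% in size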
TDP43 rescue – qHTS of TDP-43 Inhibitors | actives 1.8% (n = 410,000) | Potency, µM (highest dose often 46.1 µM), inactives show at the top dose growth rescue (activation), most hits filed as activators | TDP-43 expressing yeast growth rescue, BacTiter-Glo, 24 h; further: % of control where 0% means no effect; nearly all actives have a fitted effect of over 50% in size
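Galactose-induced TDP-43 yeast, OD600=0.02, compound pinned; 24 hr, 30 deg C; BacTiter-Glo luminescence for growth. Inhibitors of TDP-43 toxicity read as activators.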
* = called active by the depositor; i = inactive; u = inconclusive; x = not tested or not shown; & = joins results of further samples; [ ] = another dose, or the depositor's remark. The call rests on the fitted dose curve; in most records, active means well fitted curve in the direction sought with a large enough effect; inconclusive means small, poorly fitted or top-dose-only effect, or another doubt; inactive means no such curve, though single readings can be large; an effect the other way counts as inactive or inconclusive. Potency means the concentration at half of the fitted maximal effect.

SMILES	FUS suppressor	PTHR1 agonist	aSyn rescue	EPAC1 agonist	EPAC2 ag	EPAC2 antagonist	EPAC1 antag	TDP43 rescue
Cc1ccc(S(=O)(=O)NCC(=O)N(CC(=O)NCc2ccco2)Cc2ccco2)cc1	1%	i	6%	-1%	-9%	15%	8%	-12%
C[C@H](OC(=O)N1CCN(C(c2ccccc2)c2ccccc2)CC1)[C@@H]1O[C@@]2(C)CCC[C@H]1O2	2%	-23%	-3%	-9%	6%	-6%	-9%	0%
Cc1cc(C)cc(NC(=O)CN2CCN(c3ccccc3)CC2)c1	-27%	-18%	2%	-11%	3%	2%	6%	-10%
O=C(N/C(=C\c1cccnc1)c1nc2ccccc2[nH]1)c1cccc(Br)c1	42%	-2%	-8%	9%	8%	19%	7%	-11%
CCN(CC)C(=O)CSc1nnc(CNc2ccc(F)cc2)o1	7%	i	0%	-9%	-4%	9%	5%	16%
CN(C)CCNC(=S)NC1CCCCC1	-25%	-1%	-5%	2%	7%	1%	-15%	5%
CC1CCCN(C(=O)COc2ccc3c(c2)OCO3)C1 (stereo not drawn)	4%	i	1%	6%	8%	-5%	4%	12%
O=C(CNC(=O)c1ccc(Cl)cc1Cl)OCCOc1ccccc1F	x	-17%	-2%	10%	4%	-2%	6%	u
C=CCS/C(=N\n1cnc2ccccc2c1=O)N1CCCCC1	8%	-4%	-12%	-6%	2%	14%	3%	-8%
Cc1cc2c3c(c1)C1(C(=O)N3C(C)(C)CC2C)C(C#N)=C(N)Oc2n[nH]c(C)c21 (stereo not drawn)	26%	-8%[57.5 µM]	1%	1%	-4%	-1%	13%	-18%
COCCNC(=O)CN1C(=O)NC2(CCOc3ccccc32)C1=O (stereo not drawn)	19%	-7%	0%	-1%	2%	19%	19%	0%
CCSc1nnc2nc3[nH]c4c(C)cccc4c3nn12	5%	-11%	-1%	-8%	9%	4%	-13%	-15%
CCc1ccc(Cn2nnc(C(=O)Nc3ccc(OC)cc3OC)c2N)cc1	8%	-21%	u	-6%	-3%	2%	u	10%
CCOC(=O)[C@@H]1[C@H]2COc3cc(OC)ccc3[C@@H]2N2C(=O)N(c3ccc(C)cc3)C(=O)[C@@]12C	40%	-13%	7%	-12%	16%	15%	-19%	16%
CCc1nnc(NC(=O)[C@@H](NC(=O)c2cccc(S(=O)(=O)N(CC)CC)c2)C(C)C)s1	28%	i	-1%	-3%	0%	8%	-11%	-23%
CCCCN(CC)CCNC(=O)c1cc2c(=O)n(C)c3ccccc3c2n1C	3%	-8%	18%	-15%	0%	-5%	0%	-6%
CC(C)c1ccc(NC(=O)C2CCN(C(=O)[C@@H]3Cc4ccccc4CN3)CC2)cc1	24%	i	-2%	2%	9%	2%	-12%	0%
CC(C)(C)c1ccc(OCC(=O)NNC(=S)NC(=O)c2ccco2)c(Br)c1	x	-12%	14%	-4%	-6%	26%	-8%	u
C=CCn1c(CSCc2ccccc2)nnc1SCC(=O)NCc1ccccc1	15%	-23%[57.5 µM]	8%	4%	-8%	1%	8%	4%
c1ccc(-c2ccc(C3=Nn4c(Cn5nnc6ccccc65)nnc4SC3)cc2)cc1	u	i	-19%	2%	-2%	11%	9%	u

By substructure: those above containing bromine.
SMILES	FUS suppressor	PTHR1 agonist	aSyn rescue	EPAC1 agonist	EPAC2 ag	EPAC2 antagonist	EPAC1 antag	TDP43 rescue
O=C(N/C(=C\c1cccnc1)c1nc2ccccc2[nH]1)c1cccc(Br)c1	42%	-2%	-8%	9%	8%	19%	7%	-11%
CC(C)(C)c1ccc(OCC(=O)NNC(=S)NC(=O)c2ccco2)c(Br)c1	x	-12%	14%	-4%	-6%	26%	-8%	u

The listing picks up, starting 3 compounds before the break.
SMILES	FUS suppressor	PTHR1 agonist	aSyn rescue	EPAC1 agonist	EPAC2 ag	EPAC2 antagonist	EPAC1 antag	TDP43 rescue
CC(C)(C)c1ccc(OCC(=O)NNC(=S)NC(=O)c2ccco2)c(Br)c1	x	-12%	14%	-4%	-6%	26%	-8%	u
C=CCn1c(CSCc2ccccc2)nnc1SCC(=O)NCc1ccccc1	15%	-23%[57.5 µM]	8%	4%	-8%	1%	8%	4%
c1ccc(-c2ccc(C3=Nn4c(Cn5nnc6ccccc65)nnc4SC3)cc2)cc1	u	i	-19%	2%	-2%	11%	9%	u
COc1ccc(CCn2c(=N)c(C(=O)NCc3ccco3)cc3c(=O)n4cccc(C)c4nc32)cc1	u	-5%[57.5 µM]	5%	-10%	-22%	-18%[57.1 µM]	-5%	-2%
O=C(OCc1nnc(-c2cccs2)o1)C1=NN(c2ccccc2)C(=O)CC1	u	i	-1%	-16%	3%	-5%	1%	3%
Cc1ccccc1CNCc1ccc2c(c1)OCO2	-35%	i	-8%	3%	7%	0%	u	-5%
O=C(Nc1ccccc1)c1c2c(nc3ccccc13)CCCC2	20%	-1%	-4%	5%	-6%	6%	-2%	4%
COc1ccc2[nH]c(=O)c(CN(CC3CCCO3)C(=O)Nc3ccccc3OC)cc2c1 (stereo not drawn)	33%	-31%[inhibitor][57.5 µM]	-5%	2%	6%	-2%	1%	-1%
CCCN(CCC)Cc1c(C(=O)N/N=C/c2c[nH]c3ccccc23)nnn1-c1nonc1N	26%	i	1%	-10%	-11%	-16%	-18%	-11%
COc1ccccc1Nc1nc(N)nc(CN2CCN(Cc3ccccc3)CC2)n1	27%	0%[57.5 µM]	-6%	2%	-4%	14%	-7%	-8%
Cc1ccc(-c2cc(C(=O)Nc3cc(C)ccc3O)no2)cc1	11%	-29%	-5%	-11%	1%	21%	2%	-27%[1.82 µM]
CC(C)C[C@H]1CNC(=S)N1C[C@H]1CCCN1C[C@H](CC(C)C)N1C[C@H](CC(C)C)N(CCc2ccccc2)C1=S	35%	-2%	-32%[inhibitor]	-2%	1%	2%	0%	28%
O=C(O)c1cnc(N2CCOCC2)nc1	11%	16%	2%	3%	13%	2%	-17%	-17%
NC(=O)CSc1nnc(-c2ccccn2)n1Cc1ccco1	2%	i	2%	2%	-2%	12%	7%	21%
CCCCN1C(=O)C(=O)N(CC(=O)N2N=C3/C(=C/c4ccco4)CCCC3C2c2ccco2)C1=O (stereo not drawn)	23%	i	6%	3%	1%	2%	10%	7%
COC(=O)c1ccc(NC(=O)C2CC(=O)N(c3cc(C)ccc3C)C2)cc1 (stereo not drawn)	9%	i	-2%	8%	-21%	-12%	5%	-12%
N#CC(C#N)=Cc1cccn1-c1ccc(S(N)(=O)=O)cc1	18%	-4%	-2%	7%	3%	2%	-8%	0%
COc1ccccc1C(=O)Nc1ccccc1C(=O)NC1CCCCC1	6%	-10%	-8%	-24%	0%	-20%	-25%	-3%
CC(C)(C)c1nnc2sc(SCC(=O)NCc3ccco3)nn2c1=O	x	i	2%	-6%	-2%	13%	4%	13%
O=C(O)/C=C\C(=O)Nc1ccc(N2CCN(c3cccc(Cl)c3)CC2)cc1	13%	i	6%	-6%	7%	1%	-20%	-9%
COc1ccc(CCc2nnc(CCC(=O)NCc3cnc4ccccn34)o2)cc1	-20%	-19%	-1%	14%	4%	-1%	-16%	u
Cc1ccc(-n2nc3c(=O)n(CC(=O)NCc4ccc(C)o4)nc(C)c3c2C)cc1	-12%	-3%	-3%	12%	7%	6%	18%	10%
CC(C)C(=O)Nc1nnc(S(=O)(=O)N2c3ccccc3CC2C)s1 (stereo not drawn)	-19%&-26%	0%&-4%	5%	-11%	-1%	-6%	0%	0%&20%
Cc1c(NS(=O)(=O)c2ccc(N(C)C3CCCCC3)c([N+](=O)[O-])c2)c(=O)n(-c2ccccc2)n1C	x	i	-6%	-17%	14%	-3%	-20%	3%
Cc1ccc(N(C(=O)Cc2cccs2)C(C(=O)NC2CCCC2)c2ccncc2)cc1 (stereo not drawn)	8%	-20%	-2%	7%	4%	5%	-24%	7%
Nc1n[nH]c(C(F)(F)F)c1-c1ccccc1	-21%	i	3%	-5%	-9%	-9%	3%	-8%[0.397 µM]
CCOc1ccc(CCNC(=O)COC(=O)CNS(=O)(=O)c2ccc(C)cc2)cc1OCC	18%	i	-1%	0%	1%	11%	12%	16%
Cc1cc(-c2ccccc2)c2c(=O)[nH][nH]c2n1	3%	i	4%	-24%	-3%	9%	18%	18%
CN(C)N1C(N)=C(C#N)C(c2cccs2)C2=C1CC(C)(C)CC2=O (stereo not drawn)	17%	-38%[inhibitor]	-4%	1%	8%	1%	-17%	5%
Cc1ccc(S(=O)(=O)N2CCN(C(=O)CSc3cc(C)ccc3C)CC2)c(C)c1	32%	-29%	5%	6%	9%	u	u	u
COc1ccc(COC(=O)c2ccc(C)c(S(=O)(=O)N3CCOCC3)c2)cc1F	24%	i	-1%	11%	12%	-4%	-3%	10%
CCCSc1nnc(-c2c[nH]c3ccccc23)n1CC	-17%	-14%	3%	5%	3%	0%	-17%	8%
N#Cc1c(Cl)nc(-c2ccncc2)nc1-c1ccccc1	-10%	i	4%	3%	-3%	10%	-6%	5%
COC(=O)c1ccc2nc(NC(=O)C3CC3)sc2c1	5%	-2%	0%	-2%	4%	-1%	-7%	23%
Cc1[nH]c(=O)[nH]c(=O)c1N(C)C	-43%	i	0%	8%	0%	12%	9%	2%
CC(C)(C)c1cc(C(=O)N/N=C/c2ccc(O)cc2)n(-c2ccccc2)n1	x	-41%[inhibitor]	0%	-6%	-4%	-29%	-19%	15%
O=S(=O)(Nc1ccc(S(=O)(=O)Nc2ncccn2)cc1)c1ccccc1	-6%	i	-1%	4%	-2%	1%	8%	10%
CC(=O)c1ccc(NC(=O)CCCC(=O)c2ccccc2)cc1	1%	i	7%	5%	6%	10%	6%	9%
COc1ccccc1CNC(=O)c1cccc(C)c1[N+](=O)[O-]	x	i	-10%	-9%	-9%	5%	-16%	-17%

Screens as filed in PubChem BioAssay.

Only part of the results is shown; the hit share may differ from the screen's.
